Screening data deposited in PubChem by Sanford-Burnham Center for Chemical Genomics.
tim10-1 inh: growth inhibitors of tim10-1 mutant yeast | S. cerevisiae tim10-1 ts strain growth, BacTiter-Glo, 24 h | inhibition, % at 20 µM | 330,000 tested, 2.2% active | AID 463190;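 active = inhibition of at least 40%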;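 note: mutant grown at 25 °C; 0% = DMSO wells with yeast and 100% = wells holding no yeast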
mIAP activ: mouse IAP activation | activation factor at 10 µM | AID 2805 | 330,000 tested, 0.24% active | muIAP, CDP-Star luminescence, 30 min; hits give high values; 1 = vehicle-only enzyme signal, 0 = enzyme-free wells;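 active = activation factor of at least 2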; note: the source names both 10 and 20 µM as test concentration; values of inactives mirror those of a sister screen read the other way
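System: mouse IAP enzyme. Reagent: CDP-Star chemiluminescent phosphatase substrate. Benchmarks: DMSO wells, no-enzyme wells. Times: 30 min enzyme-substrate-compound incubation at room temperature. Detection: luminescence from enzymatic CDP-Star hydrolysis. Doses: test compounds delivered from DMSO solution.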
hIAP inh: human IAP inhibition. purified IAP, CDP-Star luminescence, 30 min. inhibition, % at 10 µM. 330,000 tested, 0.12% active. AID 2544;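 active = inhibition reaching a set limit with compound at 10 µM in the primary screen, cut at about 35% in these data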;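 note: plate controls were DMSO wells with enzyme for no effect and no-enzyme buffer wells for full effect; values of inactives mirror those of a sister screen read the other way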
Target sequence (P09923 whole entry, looked up): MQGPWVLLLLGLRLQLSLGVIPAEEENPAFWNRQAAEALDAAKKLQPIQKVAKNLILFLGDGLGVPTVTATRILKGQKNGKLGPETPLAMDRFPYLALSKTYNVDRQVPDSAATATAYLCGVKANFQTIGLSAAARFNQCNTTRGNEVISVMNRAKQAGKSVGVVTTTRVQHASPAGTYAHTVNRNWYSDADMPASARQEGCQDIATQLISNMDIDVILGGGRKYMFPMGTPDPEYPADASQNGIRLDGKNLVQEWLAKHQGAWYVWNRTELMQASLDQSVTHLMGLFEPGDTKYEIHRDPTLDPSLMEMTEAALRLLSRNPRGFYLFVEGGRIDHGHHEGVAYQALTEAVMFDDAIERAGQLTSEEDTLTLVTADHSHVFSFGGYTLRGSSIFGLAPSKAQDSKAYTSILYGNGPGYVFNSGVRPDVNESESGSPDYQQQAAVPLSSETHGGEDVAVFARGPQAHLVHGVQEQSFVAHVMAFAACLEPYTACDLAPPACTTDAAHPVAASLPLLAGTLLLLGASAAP
TIM10 inh: TIM10 yeast growth inhibition; inhibition, % at 10 µM; S. cerevisiae TIM10 strain growth, BacTiter-Glo luminescence, 24 h; 330,000 tested, 1.4% active;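 active = inhibition of 40% or more at the single tested concentration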;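 note: wild-type TIM10 isogenic control strain grown at permissive 25 °C; 0% = DMSO yeast wells and 100% = minimal medium wells without yeast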
hIAP activ: increases human intestinal alkaline phosphatase activity; purified human IAP, CDP-Star luminescence, 30 min; hits give high values; 1 = vehicle-only enzyme, 0 = enzyme-free background; activation factor at 10 µM; 330,000 tested, 0.16% active;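 active = activation factor of the enzyme at least 2-fold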; note: the source names both 10 and 20 µM as test concentration; values of inactives mirror those of a sister screen read the other way
NALP3 yeast inh: inhibitors of NALP3 inflammasome in yeast; Yeast reconstituted NLRP3/ASC/caspase-1, beta-gal luminescence, 24 h; inhibition, % at 10 µM; 330,000 tested, 0.39% active; AID 2825;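 active = inhibition of 50% or more; inactive = inhibition below 50%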;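 note: plate controls were induced DMSO wells for no effect and uninduced yeast grown without galactose for full effect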
Apaf1 inhib: inhibitors of human Apaf-1 apoptosome; O14727; 330,000 tested, 0.71% active; reconstituted apoptosome caspase-3 activity, DEVD-Rh110 fluorescence; inhibition, % at 20 µM; active = inhibition of at least 40% at 20 µM;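 note: plate controls were DMSO wells for no effect and DEVD-CHO caspase inhibitor wells for full effect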
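System: reconstituted apoptosome with Apaf-1, cytochrome c, caspase-9, procaspase-3, dATP; Signal: Rh110 fluorescence intensity; Schedule: 30 min compound preincubation, 50 min activation, room temperature; Reagent: cytochrome c trigger plus (Z-DEVD)2-Rh110 caspase-3 substrate.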
ATG4B inhibitor: inhibitors of human ATG4B cysteine protease | Q9Y4P1 | ATG4B cleavage of LC3-PLA2, NBD-HPC fluorescence, 1 h | inhibition, % at 8.33 µM | 340,000 tested, 0.51% active | AID 504462; in the data active = inhibition above about 40%
Target sequence (Q9Y4P1 whole entry, looked up): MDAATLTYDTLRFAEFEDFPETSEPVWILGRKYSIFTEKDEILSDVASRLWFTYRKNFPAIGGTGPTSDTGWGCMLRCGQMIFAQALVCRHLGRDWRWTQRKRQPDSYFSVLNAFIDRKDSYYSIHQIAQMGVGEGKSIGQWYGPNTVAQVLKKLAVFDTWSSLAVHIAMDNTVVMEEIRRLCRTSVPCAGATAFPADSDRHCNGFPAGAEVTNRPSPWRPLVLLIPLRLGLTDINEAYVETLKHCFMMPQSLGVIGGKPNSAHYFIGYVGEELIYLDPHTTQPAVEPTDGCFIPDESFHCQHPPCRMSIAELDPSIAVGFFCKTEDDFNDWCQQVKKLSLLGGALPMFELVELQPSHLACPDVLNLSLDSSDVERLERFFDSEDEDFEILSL
mIAP block: mouse IAP inhibition; purified mouse IAP, CDP-Star luminescence, 30 min; inhibition, % at 10 µM; 330,000 tested, 0.2% active; AID 2806;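 active = inhibition of at least 40% at 10 µM in the primary screen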;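 note: plate controls were DMSO with enzyme for no effect and no enzyme wells for full effect; values of inactives mirror those of a sister screen read the other way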
* marks the source's active call; other numbers are inactive results. Hits appear at their usual frequency; overall some 4.5% were active at least once.

SMILES	tim10-1 inh	mIAP activ	hIAP inh	TIM10 inh	hIAP activ	NALP3 yeast inh	Apaf1 inhib	ATG4B inhibitor	mIAP block
O=C(CN1CCOCC1)Nc1ccc(C2CCCCC2)cc1	14	0.93	0	16	1	9	-6	-5	7
CCOC(=O)Cc1csc(NC(=O)CN(C)S(=O)(=O)c2ccc3c(c2)CCC(=O)N3)n1	13	1.2	-6	-1	1.1	-5	9	-11	-18
O=C(NC(=S)NCC1CCCO1)C(c1ccccc1)c1ccccc1 (centres undefined)	4	0.99	9	6	0.91	1	18	1	1
Cc1cccc2c1N(C(=O)CN1C(=O)c3ccccc3C1=O)C(C)(C)c1ssc(=S)c1-2	29	0.79	11	25	0.89	18	15	-4	21
O=c1oc(-c2cccs2)nc2sc3c(c12)CCCCC3	16	0.95	-11	6	1.1	18	-1	-3	4
O=C1CC(N2CCN(C/C=C/c3ccccc3)CC2)C(=O)N1CCc1ccccc1 (centres undefined)	-13	0.89	7	11	0.93	33	-6	-21	11
Cn1c(=O)cc(Nc2ccccc2)[nH]c1=O	-25	1	22	-12	0.78	21	3	-2	-3
COc1ccc(-c2csc(Nc3cccnc3)n2)cc1OC	21	1	-4	10	1	21	10	-18	-5
CCCNc1nc2ccccc2n2c(C)nnc12	8	1	9	0	0.91	13	7	0	-2
CC(Nc1nc(-c2ccc(Cl)cc2)cs1)c1nc2cc(Cl)c(N3CCCCC3)cc2n1CCOCCO (centres undefined)	25	0.94	-14	14	1.1	17	23	-12	6
O=S(=O)(c1ccc(-c2nnc(SCc3ccccc3)o2)cc1)N1CCCC1	9	0.8	4	6	0.96	-4	14	1	20
COCCNC(=O)CN(C(=O)CCC(=O)Nc1ccccn1)c1ccc(F)cc1	10	0.99	1	-1	0.99	14	-7	-1	1
CC(=O)c1ccc(N2CCN(C(=O)C3CCN(S(=O)(=O)c4ccc5c(c4)CC(C)N5C(=O)C4CC4)CC3)CC2)cc1 (centres undefined)	18	1.1	-19	11	1.2	14	11	-4	-5
OC(c1nc2ccccc2[nH]1)C(O)C(O)C(O)c1nc2ccccc2[nH]1 (centres undefined)	-33	0.95	5	4	0.95	10	-25	-1	4
CCOC(=O)C1CCCN(C(=O)c2ccc(C)c(NC(=O)C3=C(C)OCCS3)c2)C1 (centres undefined)	22	1	-18	3	1.2	15	0	-11	0
O=C(Oc1ccc(F)cc1)c1cccnc1	11	1.1	-7	1	1.1	21	2	0	-7
Cc1cccc(C(=O)NNC(=O)c2cccc([N+](=O)[O-])c2)c1	-4	0.98	-1	12	1	16	-1	-3	2
Cc1cc2nc3n(c2cc1C)CC1CC(C(=O)NCc2ccccc2)N(C)C31 (centres undefined)	-15	1.1	14	-3	0.85	18	-2	-4	-5
Cc1ccc(-n2nc(C)c3c(C)c(CCC(=O)NCc4ccco4)c(C)nc32)cc1	23	1.3	3	11	0.97	20	12	0	-26
COc1cc(-n2c(=O)c3ccccc3n(CC(=O)c3ccccc3)c2=O)cc(OC)c1OC	0	0.98	2	5	0.98	-2	-6	3	2
COc1ccc(C2CC(c3ccc(Br)cc3)=NN2C(=O)CSC2=NN3CCCC(=O)N=C3S2)cc1 (centres undefined)	36	0.93	-22	30	1.2	10	19	-1	7
Cc1nnc(NC(=O)c2ccc(S(=O)(=O)N3CCCCC3C)cc2)o1 (centres undefined)	1	0.95	-1	-16	1	12	-1	-2	5
CS(=O)(=O)NNC(=O)c1csc(Cc2c(Cl)sc3ccc(Cl)cc23)n1	0	0.96	-8	4	1.1	2	-13	-12	4
CCOC(=O)N1CCN(Cc2nc(N)nc(Nc3ccc(C)cc3)n2)CC1	6	1	11	-10	0.89	10	-3	9	-1

Structures from the list above that have a thiophene ring, fused or not:
SMILES	tim10-1 inh	mIAP activ	hIAP inh	TIM10 inh	hIAP activ	NALP3 yeast inh	Apaf1 inhib	ATG4B inhibitor	mIAP block
O=c1oc(-c2cccs2)nc2sc3c(c12)CCCCC3	16	0.95	-11	6	1.1	18	-1	-3	4
CS(=O)(=O)NNC(=O)c1csc(Cc2c(Cl)sc3ccc(Cl)cc23)n1	0	0.96	-8	4	1.1	2	-13	-12	4

Additional results follow.
SMILES	tim10-1 inh	mIAP activ	hIAP inh	TIM10 inh	hIAP activ	NALP3 yeast inh	Apaf1 inhib	ATG4B inhibitor	mIAP block
O=C(Nc1ccc(OC(F)(F)F)cc1)c1cnccn1	4	0.97	-21	8	1.2	7	4	1	3
CCOc1ccc(OCC)c(NC(=O)C2COc3ccccc3O2)c1 (centres undefined)	-2	1	-4	-8	1	11	20	-2	0
O=C(NCCOc1ccccc1)c1ccccc1SCC(=O)N1CCCC1	-9	0.99	-2	0	1	3	-4	-10	1
CCOC(=O)c1[nH]cnc1C(=O)Nc1ccccc1OC	15	1.1	-33	-15	1.3	-3	-4	0	-8
N#Cc1ccc(C(=O)NCC2CCCCC2)cc1	9	0.91	5	-8	0.95	13	3	2	9
COC(=O)c1sc(NC(=S)NC(=O)c2ccccc2C)nc1C	4	0.84	-1	15	1	10	0	4	16
CCCn1c(SCC(=O)Nc2cc(C)on2)nc2c1c(=O)n(C)c(=O)n2C	2	0.93	3	-21	0.97	8	-11	-11	7
Cc1ccc(CN2CCC(N3CCC(C(=O)NCC4CCCO4)CC3)CC2)o1 (centres undefined)	7	1	-11	10	1.1	13	-1	-4	-2
Cc1c(C(=O)N2CCN(c3ccccn3)CC2)sc2ncnc(N3CCN(c4ccccc4)CC3)c12	14	1.1	21	-4	0.79	8	17	-19	-10
COCCN(CC(=O)Nc1cccc(C)c1)S(=O)(=O)c1ccc(S(=O)(=O)N2CCCC2)cc1	4	0.97	12	14	0.88	0	-1	3	2
CCCSc1cc(NCCOC(=O)CCC)c([N+](=O)[O-])c2nonc12	10	0.83	9	7	0.91	19	15	6	17
C/C(CC(=O)Nc1ccc2c(c1)OCCO2)=N\NC(=O)c1ccc([N+](=O)[O-])cc1Cl	23	1.1	-13	1	1.1	26	-1	-4	-5
Cn1c(=O)c2c(nc(SCC(=O)O)n2Cc2cccc(C(F)(F)F)c2)n(C)c1=O	-14	1	-10	-3	1.1	5	1	-5	-2
Cc1cc(C(=O)Nc2cccnc2Cl)on1	0	0.95	-10	8	1.1	10	-9	-6	5
Cc1ccc2c(CC(=O)OC(C)C(=O)NCc3ccc4c(c3)OCO4)coc2c1 (centres undefined)	19	0.96	-14	23	1.1	15	2	-18	4
CCCc1nc2ccccc2c(=O)n1NC(=O)c1c(O)c2ccccc2[nH]c1=O	-14	0.87	-1	-20	1	31	-8	3	13
O=C(COc1cccc(NC(=O)c2ccco2)c1)c1ccccc1	21	0.99	1	48*	0.99	0	1	10	1
CC1CCN(c2c(NCc3ccc(C(=O)NCc4cccnc4)cc3)c(=O)c2=O)CC1	3	0.94	18	-3	0.82	-2	6	1	6
COc1cc(C(=O)Nc2ccc3oc(-c4cccnc4)nc3c2)cc(OC)c1OC	22	1	15	17	0.85	11	-18	-21	0
O=S(=O)(/N=C(\Sc1ccc(Cl)cc1)c1ccccc1)c1ccccc1	45*	0.99	25	34	0.75	4	-2	-3	0
O=C(N/N=C/c1cn(-c2ccccc2)nc1-c1cc2ccccc2o1)c1ccccc1Br	3	1	0	12	1	21	5	-11	-1
COc1ccc2cc(-c3nc4ccccc4n3C)c(=O)oc2c1	21	1.1	4	23	0.96	10	-6	1	-11
O=C(c1cc(F)ccc1F)C1CCCN(C(=O)CCN2CCCCO2)C1 (centres undefined)	13	1	-16	-1	1.2	31	-3	-1	-1
COc1cccc(NC(=O)CN(C)C(=O)c2ccc(N3CCCCC3)c([N+](=O)[O-])c2)c1	8	1	16	5	0.84	-5	21	-7	0
CC(C)Cc1nnc(NC(=O)CN2C(=O)NC3(CC(C)CC(C)(C)C3)C2=O)s1 (centres undefined)	-5	0.94	6	3	0.94	-9	8	0	6
CCCCOC(=O)Nc1cc(Cl)ccc1C	12	1.1	2	1	0.98	-9	1	6	-7
CN(C)S(=O)(=O)N1CCC(Oc2cccc(C(=O)NCCCC3CCCC3)c2)CC1	30	1.3	13	21	0.87	3	14	22	-30
O=C(COC(=O)/C=C/c1cccs1)NC1CCCCC1	-5	0.94	15	2	0.85	12	-4	-2	6
Cc1n[nH]c(=O)c2c(NC(=O)CSc3nc4ccccc4c(=O)n3CCCOC(C)C)oc(C)c12	16	0.91	-40	6	1.4	10	7	3	9
Cc1ccccc1CNC(=O)CN(c1ccccc1Cl)S(C)(=O)=O	11	1	12	-2	0.88	8	3	-6	-3
NC(=O)c1ccc(C(F)(F)F)n(Cc2cccc(Cl)c2)c1=O	21	0.94	3	-1	0.97	8	7	45*	6
CC(=O)c1ccc(N2CCN(C(=O)c3ccc4c(c3)OCO4)CC2)cc1	-8	1	2	5	0.97	10	4	0	-2
Cc1cc(NC(=O)CN2C(=O)NC(C)(CC(C)C)C2=O)no1 (centres undefined)	2	1	8	-4	0.92	-4	-10	-8	-3
COc1ccc(NC(C)=O)cc1NC(=O)CSc1nnc(-c2ccncc2)n1C	1	0.96	-8	4	1.1	-3	-9	0	4
CC1CCCCN1C(=O)Cn1cnc2c1c(=O)n(C)c(=O)n2C (centres undefined)	0	0.99	-26	-9	1.3	3	-5	-9	0
CCCNC1CCS(=O)(=O)C1 (centres undefined)	13	1.1	-3	-5	1	6	-3	-8	-7
COc1ccc(S(=O)(=O)N2CCOCC2)cc1NC(=O)CC1CCCC1	6	0.94	-8	-4	1.1	16	-7	-1	6
COc1ccc(-c2c(C#Cc3ccccc3)c3ccccc3n2C)cc1	14	0.93	-4	-3	1	7	18	-4	7
O=C(CCc1ccccc1)Nc1ccc(F)c([N+](=O)[O-])c1	8	1	-2	-3	1	22	9	14	-1
O=C(COc1ccc(Br)cc1)NCCCNC(=O)c1ccncc1	-19	0.97	-21	-4	1.2	8	1	-5	3
Cc1cccc(C(=O)Nc2ccc(C(=O)N/N=C/c3cccc(C)n3)cc2)c1	3	1	-41	-8	1.4	2	7	-4	-4
CCN1CCN(c2ccc(S(=O)(=O)N3CCOCC3)cc2NC(=O)COc2ccc(F)cc2Cl)CC1	2	0.94	-14	10	1.1	7	15	-10	6
CC(=O)N1CCn2c3ccc(C)cc3c3cccc1c32	19	0.97	4	18	0.96	29	12	-10	2
CCc1nnc(NC(=O)c2cc(-c3ccccn3)nc3ccccc23)s1	6	0.91	-1	7	1	7	8	-4	9
CC(C)Oc1ccc(/C=C(/NC(=O)c2ccccc2)C(=O)NCCC(=O)O)cc1	-1	0.92	-3	2	1	-12	5	-4	8
CC(OC(=O)c1cc(S(=O)(=O)N(C)c2ccccc2)ccc1Cl)C(=O)Nc1ccc2c(c1)OCCO2 (centres undefined)	17	0.98	14	-2	0.86	12	-3	-4	2
COc1ccc(N(CC(=O)NCc2cccnc2)S(=O)(=O)c2ccccc2)c(OC)c1	-11	1	-5	0	1.1	8	-9	-7	-5
CCCCN(CCCC)CCNC(=O)CN1C(=O)CSc2ccc(S(=O)(=O)N3CCOCC3)cc21	21	1	-18	8	1.2	-3	-4	-8	0
O=C(N1CCCC1)C(F)(F)Oc1ccc(F)cc1	-20	0.98	5	-18	0.95	21	1	3	2
Cc1cc(C)n(S(=O)(=O)c2cc(Cl)ccc2Cl)n1	40*	1.1	-11	-4	1.1	-32	12	-7	-6
